MITF inh: blocks human microphthalmia-associated transcription factor | O75030 | AlphaScreen MITF homodimerization, bead proximity signal | inhibition, % at 2.6 µM | 0.91% of 650,000 active | AID 1259374; in the data active = inhibition above about 50%;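 note: 0% = vehicle wells with protein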
GPR151 ag: activates the human receptor GPR151; 1% of 650,000 active; activation, % at 11.2 µM; Q8TDV0; PathHunter beta-arrestin GPR151 cells, luminescence; in the data active = activation above about 4.9%;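 note: 0% = median of compound wells and 100% = cells with positive control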
FBW7 activator: activators of human E3 ligase FBW7; Q969H0; AlphaScreen FBW7–phospho-cyclin E peptide binding, activator screen; normalized activity (activation), % at 26.1 µM; 0.13% of 650,000 active; in the data active = normalized activity above about 1.9%;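 note: purified mutant Fbw7 with reduced substrate affinity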
Target sequence (Q969H0 whole entry, looked up): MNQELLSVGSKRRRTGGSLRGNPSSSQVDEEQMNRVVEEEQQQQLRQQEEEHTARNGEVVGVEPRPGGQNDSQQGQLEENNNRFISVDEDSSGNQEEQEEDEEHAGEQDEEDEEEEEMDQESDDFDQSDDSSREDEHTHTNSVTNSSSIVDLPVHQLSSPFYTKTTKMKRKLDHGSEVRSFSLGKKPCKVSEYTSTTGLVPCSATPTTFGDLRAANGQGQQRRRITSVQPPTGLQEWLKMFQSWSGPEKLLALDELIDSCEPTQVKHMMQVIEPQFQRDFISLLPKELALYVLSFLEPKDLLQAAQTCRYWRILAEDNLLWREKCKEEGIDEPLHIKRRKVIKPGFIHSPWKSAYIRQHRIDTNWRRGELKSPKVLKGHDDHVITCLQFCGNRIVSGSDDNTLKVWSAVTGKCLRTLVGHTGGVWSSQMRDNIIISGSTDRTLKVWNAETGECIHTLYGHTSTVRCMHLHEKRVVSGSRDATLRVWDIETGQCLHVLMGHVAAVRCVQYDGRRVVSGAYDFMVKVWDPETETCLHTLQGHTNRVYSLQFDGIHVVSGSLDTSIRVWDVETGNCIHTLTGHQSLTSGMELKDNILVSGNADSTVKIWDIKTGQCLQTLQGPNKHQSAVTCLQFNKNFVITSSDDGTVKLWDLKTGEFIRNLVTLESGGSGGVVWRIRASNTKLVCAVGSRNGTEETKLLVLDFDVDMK
TEAD-YAP block: TEAD-YAP interaction inhibition. HEK-TIYL cells, TEAD-Gal4/YAP UAS-luciferase luminescence. inhibition, % at 9.12 µM. 1.4% of 640,000 active. AID 1259422; in the data active = inhibition above about 32%;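 note: 0% = median of test compound wells and 100% = reference inhibitor wells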
* = called active by the depositor; & = joins results of further samples.

Second line of a record – MITF inh	GPR151 ag	FBW7 activator	TEAD-YAP block
> CCOC(=O)N1CCN(CC(=O)Nc2ccc([N+](=O)[O-])cc2C(=O)c2ccccc2)CC1
  -1.3	-2.0	-0.4	-17.7
> O=P(/C=C(\Cl)c1ccccc1)(/C=C(\Cl)c1ccccc1)Nc1cccnc1
  1.5	4.5	0.8	4.8
> CN1/C(=C/C=C2C(=O)NC(=S)NC2=O)C(C)(C)c2ccccc21
  8.2	0.5	0.7	-4.2
> CN1CCN(c2ccc([N+](=O)[O-])cc2C(F)(F)F)CC1
  5.3	0.6	0.1	-2.1
> Cc1ccc(/C=C2\C(=O)C3CCN2CC3)cc1
  12.3	-0.1	0.8	14.7
> COc1ccc(CN2CCN(Cc3ccccc3C)CC2)cc1
  74.9*	0.8	-0.1	-6.6
> CCCCC1=N/C(=C\C#N)Sc2nc(C)ccc21
  9.6	0.0	0.1	-3.0
> COc1ccc(CNCCc2ccc3c(c2)OCO3)cc1
  10.6	-0.6	-0.2	-2.1
> O=C(O)CCn1cc(C=C2C(=O)NC(=S)NC2=O)c(-c2cc3ccccc3oc2=O)n1
  -6.2	1.2	-0.1	-7.5
> CCOc1ccc(NC(=O)CN2C(=O)C(C)N=C(c3ccccc3)c3ccccc32)cc1 (stereo not drawn)
  -1.4	0.7	-0.1	7.6
> O=C(c1cc([N+](=O)[O-])ccc1N1CCNCC1)N1CCOCC1
  -6.8	-1.2	-0.3	-9.1
> O=C1CCC(N2C[C@H]3C[C@@H](C2)c2cccc(=O)n2C3)CCN1Cc1ccc(F)c(F)c1 (stereo partly drawn)
  5.1	0.1	0.1	-7.1
> Clc1ccc(OCCCCCn2ccnc2)c(Cl)c1
  2.5	-0.4	-0.3	8.8
> CN(C)CCOC(=O)C1(C#N)CC2c3ccccc3C1c1ccccc12 (stereo not drawn)
  9.9	1.3	0.1	11.2
> CC1CC(C)CN(c2cnn(C34CC5CC(CC(C5)C3C(=O)O)C4)c(=O)c2Cl)C1 (stereo not drawn)
  0.7	0.8	-0.1	0.4
> COc1ccc(Cl)cc1NC(=O)c1cccn(Cc2cccc(F)c2)c1=O
  5.5	-1.2	0.2	0.1
> O=S(=O)(c1ccc(Cl)s1)N1CC1c1ccccc1 (stereo not drawn)
  7.3	1.2	0.1	3.6
> CC1(C)NCCN2C(=O)CSC21 (stereo not drawn)
  -3.7	0.4	0.0	3.9
> O=C(Nc1ccc(Cl)cc1C(=O)c1ccccc1)c1cc([N+](=O)[O-])ccc1Cl
  -1.2	3.5	-0.2	9.4
> Cc1cc(Br)ccc1NC(=O)c1cccn(Cc2ccccc2)c1=O
  2.6	-1.0	-0.1	4.3
> O=C(CN1C2CCC1CC(O)(c1ccccn1)C2)NC1CC1 (stereo not drawn)
  24.9	0.2	-0.1	7.5
> N=Cc1c(O)n(-c2cccc(Cl)c2)c(=O)[nH]c1=O
  13.5	1.1	0.0	4.6
> Cn1cccc1C=C1C(=O)NC(=S)NC1=O
  48.1	0.4	-1.0	10.0
> CN(C)C(=O)Oc1ccc(C(=O)c2ccccc2)cc1
  11.8	-0.2	0.8	-31.0
> CCC1(c2ccccc2)C(=O)NC(=O)N(C(=O)c2ccccc2Cl)C1=O (stereo not drawn)
  3.5	2.1	0.1	-1.8
> c1coc(CNCCc2ccc3c(c2)OCO3)c1
  44.9	0.8	0.3	-3.3
> O=C(NC(=O)c1c(F)cccc1F)Nc1cc(Cl)c(OC(F)(F)C(F)C(F)(F)F)cc1Cl (stereo not drawn)
  13.6	-0.1	0.4	0.5
> CN1CCN(Cc2cc3c(cc2[N+](=O)[O-])OCO3)CC1
  -6.4	-1.1	0.0	-4.0
> FC(F)(F)c1nnc(N2CCNCC2)s1
  -1.0	-1.0	-0.1	-9.5
> CCOC(=O)c1c(C)n(Cc2ccccc2)c2ccc(OCC(O)Cn3c(C)nc4ccccc43)cc12 (stereo not drawn)
  -14.3	-1.1	-0.2	0.4
> CCOc1cccc(N2C(=O)/C(=C/c3ccco3)C(=O)NC2=S)c1
  48.2	-1.2	0.0	-1.6
> Cc1nn(Cc2ccc(Cl)cc2)c(Cl)c1C=O
  -0.1	0.3	0.0	16.9
> CC[N+](CC)(CC)CC(=O)Nc1ccc([N+](=O)[O-])cc1C(=O)c1ccccc1
  12.4	-1.0	-0.1	-4.0
> CC(C)CN1CCN(Cc2ccc(OC(C)C)cc2)CC1CCO (stereo not drawn)
  16.7	0.1	0.1	0.9
> O=C(c1ccc(Cl)cc1)C1CCCN(Cc2ncc[nH]2)C1 (stereo not drawn)
  -6.9	-0.2	0.3	-5.4
> Cc1[nH]c2ccccc2c(=O)c1CN1CC2(C)CC1CC(C)(C)C2 (stereo not drawn)
  15.7	0.9	0.1	3.1
> Cc1ccc2oc(C(=O)OC(C)C(C)CN(C)C)cc2c1 (stereo not drawn)
  9.9	-1.7	2.5*	16.9
> C[C@]12CCC(OC3CCCCO3)CC1CCC1C2CC[C@]2(C)C(O)CCC12 (stereo partly drawn)
  14.3	0.1	0.1	8.3
> CC1CN(c2ccc([N+](=O)[O-])c(NCCO)c2)CCN1 (stereo not drawn)
  -2.1	-0.8	-0.2	-17.5
> Cc1ccc2nc(N3CCC(NC(C)Cc4cccs4)CC3)nc(C)c2c1 (stereo not drawn)
  -3.5	0.0	0.0	-10.2
> CCOC(=O)C1C2NC(=S)N(CC)C1(C)Oc1ccc(Br)cc12 (stereo not drawn)
  53.1*	1.1	-0.2	14.5
> c1ccc2cc(-c3ccc4c(c3)COC3(CCNCC3)O4)ccc2c1
  -17.6	-0.2	-0.6	84.3*
> CCOC(=O)C1=C(N)Oc2c(c(=O)oc3ccccc23)C1c1cccc([N+](=O)[O-])c1 (stereo not drawn)
  6.0	0.0	0.1	1.2
> COc1ccc(-c2nn(CCC#N)cc2C(=O)O)cc1OC
  11.9	-1.3	0.0	-1.0
> CP(=O)(O)C1=CCNCC1
  -5.0	0.2	-0.1	-8.1
> O=c1c2ccccc2nc(/C=C/c2cccs2)n1-c1ccc(F)c(Cl)c1
  0.5	0.2	-0.2	4.3
> CCC(C)N=Cc1c(O)[nH]c(=S)[nH]c1=O (stereo not drawn)
  10.8	-0.4	0.2	-3.6
> Cc1cc(C)n2cc(CN3CC4CC(C3)c3cccc(=O)n3C4)nc2n1 (stereo not drawn)
  -3.7	0.7	-0.1	-2.5
> COc1cc(CN2CCN(c3ccccc3C)CC2)cc(OC)c1
  35.2	-0.6	0.6	1.7
> O=c1c2ccccc2nc(/C=C/c2ccccc2)n1-c1cccc(C(F)(F)F)c1
  4.6	4.0	0.2	-41.1
> CN1C(=O)N(C)C2(c3ccccc3)NNC(N)=NC12c1ccccc1 (stereo not drawn)
  0.2	0.3	0.0	-8.9
> CN1CCCC(C(=O)c2ccc3c4c(cccc24)CC3)C1 (stereo not drawn)
  4.2	-2.4	0.2	-26.9
> CCCCn1c(C)c(C(=O)OCC)c2c(CN3CCOCC3)c(O)ccc21
  18.5	0.0	-0.1	7.8
> CC1=C(C(=O)OC(C)C)C2(C(=O)Nc3ccccc32)C(C(=O)OCc2ccccc2)=C(N)O1 (stereo not drawn)
  4.7	0.3	-0.2	4.6
> CCCCC/C(=N\O)c1c[nH]c2ccccc12
  -3.5	-0.4	-0.1	-0.3
> CCOC(=O)C1C2NC(=S)N(CCCOC)C1(C)Oc1ccc(Cl)cc12 (stereo not drawn)
  20.1	0.6	0.0	1.7
> COC(C(=O)O)(c1ccccc1)c1ccccc1
  9.4	2.4	0.2	6.6
> Cc1nnc(SCc2nc3ccccc3c(=O)n2-c2ccccc2Cl)s1
  -8.6	-0.5	-0.1	2.3
> Cn1c(=O)c2c(ncn2CC(=O)Nc2ccc(Cl)cc2C(=O)c2ccccc2)n(C)c1=O
  7.9	2.6	-0.2	-2.5
> CN1CCN(c2ncnc3nc[nH]c23)CC1
  0.0	2.3	0.0	1.7

Of the compounds above, 3 have a cyano group.
Second line of a record – MITF inh	GPR151 ag	FBW7 activator	TEAD-YAP block
> CCCCC1=N/C(=C\C#N)Sc2nc(C)ccc21
  9.6	0.0	0.1	-3.0
> CN(C)CCOC(=O)C1(C#N)CC2c3ccccc3C1c1ccccc12 (stereo not drawn)
  9.9	1.3	0.1	11.2
> COc1ccc(-c2nn(CCC#N)cc2C(=O)O)cc1OC
  11.9	-1.3	0.0	-1.0

Next entries:
Second line of a record – MITF inh	GPR151 ag	FBW7 activator	TEAD-YAP block
> CN(C)C(=O)Nc1ccccc1OC(=O)N(C)C
  5.8	-0.2	0.1	-3.1
> CCN1C(=O)NC(=O)/C(=C\c2cn(CC(=O)NCCOC)c3ccccc23)C1=O
  9.9	0.9	-0.1	5.3
> C1COCCOCCOCCOCCO1.C1COCCOCCOCCOCCO1.[Cl-].[Cs+].[O]=[Cr](=[O])=[O]
  57.3*	2.0	0.1	-3.1
> O=C(Oc1cccc2cccnc12)c1cccc(S(=O)(=O)N2CCCC2)c1
  8.2	0.4	-0.6	6.2
> CCOC(=O)CCCn1c(C(=O)OCC)c(C=O)c2ccccc21
  -10.7	6.3*	0.0	0.0
> CCN(CC)c1ccc(N=Cc2c(O)[nH]c(=O)[nH]c2=O)cc1
  65.6*	-1.3	-0.5	14.5
> COC(=O)C1C2C(=O)N(c3ccccc3)C(=O)C12c1ccc(Cl)cc1 (stereo not drawn)
  -4.3	-0.5	-0.1	1.1
> COC(=O)c1ccc(COC(=O)C(O)(c2ccccc2)c2ccccc2)o1
  -0.7	-0.7	-0.2	7.4
> CC12CN3CCN(C1)CC(C)(C3)C2=NO
  -2.7	0.1	-0.2	5.7
> Cc1ccc2c(c1)-c1cc(C)nn1C(c1cccnc1)N2 (stereo not drawn)
  8.7	-0.3	0.5	1.9
> C/C(O)=C(\C#N)C(=O)Nc1cc(Br)ccc1Br
  -19.0&18.8	-1.2&-1.7	0.0&0.2	12.3
> CC(C)(C)P(=O)(N1CCOCC1)N1CCOCC1
  4.4	1.0	-0.1	-3.2
> CC(C)(C)OC(=O)C1=C(N)OC2=C(C(=O)CCC2)C12C(=O)Nc1ccc(Br)cc12 (stereo not drawn)
  -2.5	0.6	-0.1	1.3
> CCCNC(=O)Cn1cnc2sc(C(=O)N3CCC4(CC3)OCCO4)c(C)c2c1=O
  8.4	-0.7	0.6	9.2
> Nc1ccccc1C(=O)OCc1ccc([N+](=O)[O-])cc1
  -19.7	-1.6	-0.1	-24.9
> O=C(CCCn1c(=O)[nH]c2cc(Cl)ccc2c1=O)N1CCC2(CC1)OCCO2
  1.1	1.6	0.1	-11.2
> CCCN1CCC(N(C(=O)C(C)(C)C)c2ccc3c(c2)CCN3C(C)=O)CC1
  10.4	-0.3	0.8	3.5
> COc1cccc(CN2CCN(Cc3cccc(Br)c3)CC2)c1
  63.0*	-1.2	0.2	1.6
> O=C(Nc1ccc(Br)cc1C(=O)c1ccccc1)c1cccc(C(F)(F)F)c1
  9.2	-0.7	0.9	5.1
> O=[N+]([O-])c1cc(F)c(N2CCOCC2)cc1Br
  14.0	1.6	0.4	-5.8
> CC(=O)N1N=C2C3CCN(CC3)C2C1c1ccc([N+](=O)[O-])cc1 (stereo not drawn)
  11.8	-1.5	-0.2	-0.1
> CCc1c(C(=O)NCc2nc3ccccc3s2)c(=O)cc(C)n1CC1CCCN1CC (stereo not drawn)
  9.4	0.9	0.1	3.2
> Cc1ccc(N2C(=O)NC(=O)/C(=C\c3cccn3C(C)(C)C)C2=O)cc1
  7.4	0.0	-0.1	17.6
> O=C(c1ccncc1)N1CC2CC(C1)c1cccc(=O)n1C2 (stereo not drawn)
  -9.9	-0.4	-0.1	-1.7
> CNC(=O)O/N=C(/C)c1ccc(OC)cc1OC
  -9.8	2.4	0.0	-1.5
> CCCOC(=O)C1(O)c2ccccc2-c2ccccc21
  7.1	-0.3	0.0	2.5
> Cc1ccc2c(c1)/C(=C\c1nc3ccc(I)cc3c(=O)n1-c1ccccc1)C(=O)N2
  12.4	1.2	0.2	6.0
> O=c1cccc2n1CC1CC2CN(C(=S)Nc2ccccc2Cl)C1 (stereo not drawn)
  -4.8	-0.1	-0.1	5.6
> Cc1cccc(CN2CCN3C(=O)[C@H](CC(C)C)NC(=O)[C@H]3C2)n1
  10.9	1.0	0.4	10.9
> N#CC1=C(N)Oc2cc(O)ccc2C1c1ccc2c(c1)OCO2 (stereo not drawn)
  5.0	0.6	-0.1	4.7
> COc1cc(OC)c(OC)cc1CNCCc1ccc(Cl)cc1
  32.4	0.7	0.1	7.2
> CSC1=NP(=S)(SC)N2CCCC2=C1C#N (stereo not drawn)
  -5.0	0.2	0.1	-6.3
> COc1ccc2c(c1)c(CCN)c(C)n2Cc1ccccc1
  6.8	-0.7	-0.7	-16.1
> Cc1ccc(S(=O)(=O)C(NC(=O)CF)C(Cl)(Cl)Cl)cc1 (stereo not drawn)
  4.4	0.3	0.1	6.9
> O=C(Nc1ccccc1)N1CC2CC(C1)c1cccc(=O)n1C2 (stereo not drawn)
  -2.0	0.1	0.1	2.1
> C(=N\N1CCCCC1)/c1c[nH]c2ccccc12
  -1.0	-0.9	0.0	4.7
> OC1/C(=C/c2ccccc2Br)N2CCC1CC2 (stereo not drawn)
  -1.2	-0.3	0.0	2.0
> O=[N+]([O-])c1ccc(N2CCCC2)c(F)c1Br
  22.6	0.9	-0.1	-4.8
> COc1ccc(S(=O)(=O)NC(CC(=O)N2CCC3(CC2)OCCO3)c2ccco2)cc1 (stereo not drawn)
  1.2	0.5	0.1	-3.8
> Cn1cccc1/C=C1/C(=O)NC(=S)N(c2ccc(Cl)cc2)C1=O
  21.0	-1.5	0.3	1.2

Not all compounds are listed (hit frequency here may not be typical).
